CAL PDZ FP-1 = human CAL PDZ-peptide interaction inhibition | Q9HD26 | purified CAL PDZ, TMR-peptide fluorescence polarization, 1 h | inhibition, % at 20 µM | hit rate 0.02% among 330,000 | AID 504414;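 active = highest replicate inhibition of at least 40%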;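 also: plate controls were DMSO neutral control wells for no effect and unlabeled competitor peptide control wells for full effect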
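material = purified tagged CAL PDZ domain construct (CerCALP) | buffer or medium = sodium phosphate/NaCl buffer pH 7.4 with TCEP, IgG, Thesit | reagent = TMR-labelled reporter peptide T*-PRC34 bound in PDZ groove | incubation = 1 h room-temperature incubation prior to read | measured by = fluorescence polarization (mP) | evaluation = percent inhibition from loss of millipolarization | control set = unlabelled peptide and DMSO controls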
phage Ecoli inh = E. coli growth loss with phage present; growth absorbance; inhibition, % at 11.9 µM; hit rate 0.26% among 360,000; in the data active = inhibition above about 11%
AddAB inh = less growth of phage-infected E. coli with AddAB; hit rate 0.29% among 330,000; E. coli expressing H. pylori AddAB, absorbance growth; inhibition, % at 11.9 µM; in the data active = inhibition above about 12%;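 also: 0% = vehicle wells of infected cells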
SR-BI HDL uptake = blocks mouse SR-BI lipid uptake from DiI-HDL; inhibition, % at 12.5 µM; ldlA[mSR-BI] CHO cells, DiI-HDL uptake fluorescence, 3 h; Q61009; hit rate 0.96% among 320,000;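 active = mean replicate inhibition of at least 70% and a set share of replicates each scoring 70 or more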;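 also: 0% = median of neutral control wells and 100% = median of positive control wells; values of inactives mirror those of a sister screen read the other way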
Target sequence (Q61009 whole entry, looked up): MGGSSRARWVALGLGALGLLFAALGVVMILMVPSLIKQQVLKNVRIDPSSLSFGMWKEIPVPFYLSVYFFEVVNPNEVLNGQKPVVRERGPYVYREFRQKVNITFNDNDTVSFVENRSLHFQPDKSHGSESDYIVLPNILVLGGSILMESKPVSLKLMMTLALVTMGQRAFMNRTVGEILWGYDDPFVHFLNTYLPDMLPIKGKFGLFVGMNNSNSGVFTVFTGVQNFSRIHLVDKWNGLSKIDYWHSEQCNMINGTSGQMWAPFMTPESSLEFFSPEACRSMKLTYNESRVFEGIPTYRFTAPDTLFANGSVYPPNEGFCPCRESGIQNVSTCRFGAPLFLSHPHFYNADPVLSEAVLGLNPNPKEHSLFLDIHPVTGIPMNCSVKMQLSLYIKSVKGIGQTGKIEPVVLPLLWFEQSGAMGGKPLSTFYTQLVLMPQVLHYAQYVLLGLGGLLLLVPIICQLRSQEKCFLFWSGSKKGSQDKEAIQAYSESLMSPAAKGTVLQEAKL
Wnt act = activators of Wnt/beta-catenin signaling. Wnt/beta-catenin reporter cell assay, activator, plate reader. activation, % at 9.35 µM. hit rate 1.2% among 300,000. AID 743398; in the data active = activation above about 30%, passing the limit was not always enough;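 also: 0% = neutral control wells and 100% = positive control wells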
Tat transport = E. coli Tat transport inhibition; E. coli MC4100 TorA-mCherry Tat export, fluorescence; inhibition, % at 10 µM; hit rate 0.036% among 340,000;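 active = mean replicate inhibition at least 50% and at least half of replicates individually reaching 50%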;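 also: exported cargo escapes ClpAP degradation while cytoplasmic cargo is degraded and loses fluorescence; 0% = median of neutral control wells and 100% = median of NaSCN control wells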
CAL PDZ FP-2 = inhibitors of human CAL PDZ peptide binding; Q9HD26; purified CAL PDZ, TMR-peptide fluorescence polarization, 1 h; inhibition, % at 24.9 µM; hit rate 0.92% among 300,000; AID 602252;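 active = mean inhibition of at least 30% with at least half of replicates also reaching 30%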;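 also: 0% = DMSO neutral control and 100% = excess unlabeled competitor peptide PRC23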
Ecoli viability = reduces bacterial viability in AddAB counter-screen; inhibition, % at 11.9 µM; E. coli V3065 growth, OD600 absorbance, 18 h; hit rate 0.27% among 330,000;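 active = inhibition above the campaign's mean inhibition across all tested compounds plus 3 SD, cut at about 9.9% in these data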;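 also: uninfected addAB+ strain grown without phage in ampicillin broth; 0% = DMSO wells and 100% = ciprofloxacin 0.95 µg/ml wells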
SR-BI uptake up = SR-BI HDL lipid transfer activation | CHO ldlA[mSR-BI] cells, DiI-HDL uptake fluorescence, 3 h; 100 = double the neutral-control signal | hit rate 0.096% among 320,000 | activation, % at 12.5 µM;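 active = mean replicate activation of at least 60% and every replicate at or above 60%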;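 also: 0% = median plate neutral-control signal and 100% = twice that signal; values of inactives mirror those of a sister screen read the other way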
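material = CHO ldlA[mSR-BI] cells | medium = Ham's F12 with 0.5% BSA, HEPES 25 mM, pH 7.4 | reagent = fluorescent DiI-HDL, 10 µg/mL final | compound dosing = single-point compound dose | incubation = 3 h, 37 °C | measured by = bottom-read fluorescence, 550/595 nm | measure = HDL uptake via cellular fluorescence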
MITF TRPM1 HTS = MITF TRPM1 promoter activation in melanoma cells. SK-MEL-5 TRPM1-promoter luciferase, 24 h; % of positive control, neutral wells = 0. activation, % at 12.5 µM. hit rate 0.75% among 300,000;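 active = mean activation of at least 80% with every replicate also reaching 80%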;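 also: 0% = neutral control wells and 100% = parthenolide positive control wells; values of inactives mirror those of a sister screen read the other way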
The depositor's hits bear a star; nt = no result given.

no. | SMILES | CAL PDZ FP-1 | phage Ecoli inh | AddAB inh | SR-BI HDL uptake | Wnt act
1 | Cc1nn(CCN)c(C)c1Cl | -0.4 | 0.3 | -0.2 | -6 | 5
2 | CCc1nc(SCC(=O)Nc2ccc(F)cc2)c2c(=O)n(C)c(=O)n(C)c2n1 | -2.7 | -0.3 | 0.4 | 18 | 2
3 | O=C(c1ccc(C#CC2(O)CCCCC2)cc1)N1CCOCC1 | 0.2 | -0.6 | 1.1 | 4 | nt
4 | S=c1sscc1-c1ccccc1 | -0.4 | 0.9 | nt | 3 | -3
5 | CCn1nc(C)cc1C(=O)N(C)C1CCCN(Cc2ccccc2F)C1 (centres undefined) | -2.5 | 1.3 | 2.1 | -12 | -2
6 | COC(=O)c1ccc(CN(c2ccc(C)cc2)S(=O)(=O)c2ccc3c(c2)OCCO3)o1 | -0.2 | 1.2 | 3.7 | -28 | -1
7 | NS(=O)(=O)c1cc(C(=O)Nc2ccc3c(c2)OCCCO3)ccc1Cl | -3.2 | 2.4 | -0.7 | nt | 1
8 | O=C(CSc1nnc(CNC(=O)c2c(F)cccc2Cl)o1)NCc1ccccc1 | -0.7 | -0.9 | 4.2 | -15 | -3
9 | Cc1cccc(N2CC(O)=C(c3nc4ccccc4n3C)C2=N)c1 | 1.2 | 2.0 | 1.7 | -1 | nt
10 | O=C(NNC(=O)c1ccc[nH]1)c1cccc(C(F)(F)F)c1 | -2.1 | 2.6 | -0.3 | -9 | 0
11 | CN(C(=O)c1ccc(NC(=O)Cc2ccc(NC(=O)C3CCCN(C(=O)CCc4ccccc4)C3)cc2)cc1)C1CCCC1 (centres undefined) | 0.0 | 2.1 | nt | 29 | -4
12 | O=C(Nc1ccc(Br)cn1)c1cccc2ccccc12 | -1.3 | 1.8 | 3.7 | nt | -7

no. | Tat transport | CAL PDZ FP-2 | Ecoli viability | SR-BI uptake up | MITF TRPM1 HTS
1 | -9 | 5 | -0.3 | 6 | 13
2 | -1 | -3 | -1.0 | -18 | 0
3 | -11 | -1 | -0.1 | -4 | nt
4 | -5 | -1 | nt | -3 | -7
5 | 6 | -1 | 0.9 | 12 | -7
6 | 7 | nt | 1.0 | 28 | nt
7 | -7 | -5 | 2.1 | nt | 57
8 | 4 | -5 | 1.9 | 15 | 7
9 | 4 | 8 | -1.9 | 1 | nt
10 | 6 | -4 | 0.4 | 9 | 4
11 | 10 | -8 | nt | -29 | -4
12 | -6 | nt | 0.0 | nt | nt

4 of the compounds above, as labelled records:
(2) CCc1nc(SCC(=O)Nc2ccc(F)cc2)c2c(=O)n(C)c(=O)n(C)c2n1
  CAL PDZ FP-1: -2.7 | phage Ecoli inh: -0.3 | AddAB inh: 0.4 | SR-BI HDL uptake: 18 | Wnt act: 2 | Tat transport: -1 | CAL PDZ FP-2: -3 | Ecoli viability: -1.0 | SR-BI uptake up: -18 | MITF TRPM1 HTS: 0
(3) O=C(c1ccc(C#CC2(O)CCCCC2)cc1)N1CCOCC1
  CAL PDZ FP-1: 0.2 | phage Ecoli inh: -0.6 | AddAB inh: 1.1 | SR-BI HDL uptake: 4 | Wnt act: nt | Tat transport: -11 | CAL PDZ FP-2: -1 | Ecoli viability: -0.1 | SR-BI uptake up: -4 | MITF TRPM1 HTS: nt
(4) S=c1sscc1-c1ccccc1
  CAL PDZ FP-1: -0.4 | phage Ecoli inh: 0.9 | AddAB inh: nt | SR-BI HDL uptake: 3 | Wnt act: -3 | Tat transport: -5 | CAL PDZ FP-2: -1 | Ecoli viability: nt | SR-BI uptake up: -3 | MITF TRPM1 HTS: -7
(5) CCn1nc(C)cc1C(=O)N(C)C1CCCN(Cc2ccccc2F)C1 (centres undefined)
  CAL PDZ FP-1: -2.5 | phage Ecoli inh: 1.3 | AddAB inh: 2.1 | SR-BI HDL uptake: -12 | Wnt act: -2 | Tat transport: 6 | CAL PDZ FP-2: -1 | Ecoli viability: 0.9 | SR-BI uptake up: 12 | MITF TRPM1 HTS: -7

Next part:
no. | SMILES | CAL PDZ FP-1 | phage Ecoli inh | AddAB inh | SR-BI HDL uptake | Wnt act
13 | O=[N+]([O-])c1ccc(/C=N/N2CCCCC2)cc1 | -1.1 | 0.6 | 0.0 | -9 | 18
14 | Cn1c(=O)oc2cc(S(=O)(=O)N3CCCC(C(=O)Nc4nccs4)C3)ccc21 (centres undefined) | -0.8 | 1.9 | 0.6 | -7 | -3
15 | O=S(=O)(Nc1ccc(S(=O)(=O)N2CCCC2)cc1)c1ccccc1Br | -0.5 | -0.7 | -1.1 | -11 | -5
16 | Cc1ccc(N(CC(=O)N2CCCCCC2)S(=O)(=O)c2ccccc2)cc1 | -2.3 | -2.1 | 5.7 | nt | -2
17 | CCOC(=O)c1cccnc1SCC(=O)Nc1ccc(C)cc1 | -2.8 | 3.8 | 7.9 | 13 | 4
18 | Cc1ccccc1C(=O)NC(=S)Nc1ccccc1N1CCCC1 | -2.0 | 0.6 | 0.0 | 42 | -7
19 | Cc1ccc(S(=O)(=O)N(c2cccc(C)c2)C2CCS(=O)(=O)C2)cc1 (centres undefined) | -1.9 | 0.9 | 0.2 | -60 | -4
20 | O=C1c2ccccc2CN1CCNC(=S)NC1CCCCC1 | 0.0 | 3.6 | 3.7 | 22 | 2
21 | CCOC(=O)N1CCN(C(=O)c2ccc3c(=O)n(CCc4ccc(OC)c(OC)c4)c(=O)[nH]c3c2)CC1 | -2.4 | 0.6 | -0.6 | 10 | 1
22 | COc1ccc(S(=O)(=O)N2CCCN(CC(=O)Nc3ccc(NC(C)=O)cc3)CC2)cc1 | -2.5 | 0.2 | -0.5 | 2 | -2
23 | C=CCc1ccc(OCc2ccc(C(=O)Nc3ccc(NC(C)=O)cc3)o2)c(OC)c1 | -0.3 | 0.6 | 1.7 | 49 | 20
24 | CCOC(=O)Nc1sc(C)c(C)c1C(=O)OCC | -0.8 | 3.4 | 0.6 | 8 | -1

no. | Tat transport | CAL PDZ FP-2 | Ecoli viability | SR-BI uptake up | MITF TRPM1 HTS
13 | 0 | -3 | -0.5 | 9 | 106*
14 | 3 | nt | 0.3 | 6 | nt
15 | -8 | -3 | -0.2 | 11 | 3
16 | 2 | -6 | -0.3 | nt | 11
17 | 5 | 0 | 1.8 | -13 | 0
18 | 3 | 1 | 0.9 | -42 | -14
19 | -7 | -6 | 0.2 | 60 | 10
20 | -2 | 2 | 0.0 | -22 | 32
21 | -2 | -2 | -0.9 | -10 | -2
22 | 8 | -4 | -0.2 | -2 | -6
23 | -12 | -9 | -2.2 | -49 | 39
24 | -1 | -3 | 0.2 | -8 | 11

Next section:
no. | SMILES | CAL PDZ FP-1 | phage Ecoli inh | AddAB inh | SR-BI HDL uptake | Wnt act
25 | O=C(CN1CCOCC1)Nc1cccc([N+](=O)[O-])c1 | 1.5 | 1.4 | 1.9 | -9 | 1
26 | CCOC(=O)[C@H]1[C@H]2COc3ccccc3[C@@H]2N2C(=O)c3ccc(C)cc3NC(=O)[C@@]12C | -3.4 | 1.4 | 4.2 | -6 | 0
27 | Cc1ccc2c(c1)N(CC(=O)NC1CCCC1)C(=O)c1cccnc1O2 | -0.9 | 4.6 | 3.9 | -8 | -2
28 | CC(C)C(=O)Nc1ccc2c(c1)nc(CCN1CCN(c3ccccc3)CC1)n2C | -0.4 | 0.8 | 1.1 | -25 | -1
29 | COc1cc(C(=O)OCC(=O)c2c[nH]c3ccccc23)ccc1OCC(=O)N1CCOCC1 | -4.4 | 1.2 | 3.9 | 28 | 0
30 | CCN(CC)S(=O)(=O)c1ccc(OCC(=O)NCc2ccco2)cc1 | -3.4 | -3.4 | 0.9 | nt | 1
31 | O=C(COC(=O)c1sc2ccccc2c1Cl)NC1CCCCC1 | -3.2 | 2.7 | -0.2 | -12 | 0
32 | CCCCc1nc2ccccc2n1Cc1nnc2n1-c1ccccc1SC2 | -2.3 | 1.2 | 1.3 | -16 | nt
33 | Cc1ccccc1C(=O)NC1CCN(CC(=O)Nc2ccc3c(c2)OCCO3)CC1 | -0.5 | 5.5 | 1.4 | 3 | -1
34 | COc1ccc2c(=O)c(-c3ccc(OC)c(OC)c3)coc2c1 | -1.4 | 1.7 | 0.8 | 26 | 1
35 | COc1ccc(-c2nc(C)ncc2-c2ccc(Cl)cc2)c(O)c1 | -2.5 | 1.9 | 2.1 | 63 | 1
36 | CC(=O)O[C@H]1CSC[C@H]1NC(=O)c1ccccc1 | -0.4 | 1.2 | -1.8 | -1 | 2

no. | Tat transport | CAL PDZ FP-2 | Ecoli viability | SR-BI uptake up | MITF TRPM1 HTS
25 | -13 | -6 | 1.3 | 9 | nt
26 | -5 | 4 | 1.5 | 6 | 6
27 | 1 | nt | -2.8 | 8 | nt
28 | -8 | nt | 1.1 | 25 | -8
29 | 5 | -3 | 0.2 | -28 | -8
30 | -3 | 0 | -2.8 | nt | -2
31 | 1 | -22 | -1.7 | 12 | 0
32 | 3 | 6 | 1.4 | 16 | -14
33 | 3 | 16 | 0.1 | -3 | -4
34 | 3 | -1 | -2.5 | -26 | 95*
35 | -5 | -2 | 0.5 | -63 | 4
36 | 27 | -4 | -4.4 | 26 | 8

The list continues.
no. | SMILES | CAL PDZ FP-1 | phage Ecoli inh | AddAB inh | SR-BI HDL uptake | Wnt act
37 | O=C1CC(=Nc2ccccc2)NN1c1ccccc1 | -0.1 | 3.7 | 1.2 | 108* | nt
38 | COc1ccccc1CN(C)C(=O)c1cccc(S(=O)(=O)N2CCCC2)c1 | -1.8 | 4.0 | 1.0 | 15 | -1
39 | Cc1ccc2[nH]c3c(NCc4ccco4)ncnc3c2c1 | nt | 7.2 | 5.6 | -5 | -1
40 | CN(Cc1ccccc1)C1CC(=O)N(c2ccc(C(=O)O)cc2)C1=O (centres undefined) | -0.3 | 1.1 | 0.4 | -18 | nt
41 | NNC(=O)CNC(=O)CNS(=O)(=O)c1ccccc1 | -0.4 | 4.2 | 4.6 | -20 | -7
42 | COc1ccc(NC(=O)C2CC3CCC2C3)c(OC)c1 (centres undefined) | nt | 2.6 | -1.1 | nt | 5
43 | O=C(N/N=C/c1ccccn1)c1cccs1 | -2.3 | -1.2 | -2.5 | -2 | 2
44 | COc1ccc(S(=O)(=O)N2CCOCC2)cc1NC(=O)Cc1sc(C)nc1-c1ccc(F)cc1 | -0.7 | 2.6 | -1.3 | 8 | -1

no. | Tat transport | CAL PDZ FP-2 | Ecoli viability | SR-BI uptake up | MITF TRPM1 HTS
37 | 1 | -2 | 0.5 | -108 | nt
38 | -16 | -3 | 0.0 | -15 | -3
39 | 1 | -11 | 4.4 | 5 | 13
40 | 17 | nt | 0.3 | 18 | 0
41 | 9 | -1 | -0.7 | 20 | -3
42 | nt | nt | -2.6 | nt | nt
43 | -3 | 0 | 0.7 | 2 | 19
44 | -2 | 20 | -2.3 | -8 | -1

Screening data from PubChem.
